SIAE inh: human SIAE inhibitors, primary screen, biochemical, fluorescence polarization, FP-Rh probe, 1536-well HTS | Sialate O-acetylesterase (Homo sapiens), Q9HAT2 | hit rate 0.69% among 370,000 | inhibition, % at 9.66 µM | SIAE FP-Rh probe binding;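 active means inhibition above a cutoff: mean of compounds within the control limits plus 3 SD of those, cut at about 17% in these data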;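 further: 0% = plate median of compound wells and 100% = probe without SIAE protein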
Target sequence (Q9HAT2 whole entry, looked up): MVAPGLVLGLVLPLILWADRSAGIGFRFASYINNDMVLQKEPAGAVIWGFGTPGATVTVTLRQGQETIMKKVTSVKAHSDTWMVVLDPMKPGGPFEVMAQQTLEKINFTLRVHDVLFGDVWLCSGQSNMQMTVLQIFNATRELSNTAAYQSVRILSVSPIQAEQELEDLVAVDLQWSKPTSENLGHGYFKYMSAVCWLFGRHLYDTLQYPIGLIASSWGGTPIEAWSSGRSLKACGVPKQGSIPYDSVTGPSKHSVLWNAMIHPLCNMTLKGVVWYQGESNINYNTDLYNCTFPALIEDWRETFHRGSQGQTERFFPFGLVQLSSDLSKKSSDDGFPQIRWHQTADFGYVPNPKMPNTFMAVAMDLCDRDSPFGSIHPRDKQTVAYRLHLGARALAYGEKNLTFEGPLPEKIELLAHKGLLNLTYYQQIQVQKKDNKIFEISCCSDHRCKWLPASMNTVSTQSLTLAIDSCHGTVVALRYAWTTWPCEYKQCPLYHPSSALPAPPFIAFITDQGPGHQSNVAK
ABHD4 inh: ABHD4 inhibitors, primary screen, biochemical, fluorescence polarization, mouse; purified mABHD4, FP-Rh probe fluorescence polarization; inhibition, % at 8.92 µM; hit rate 0.54% among 370,000;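 active means inhibition exceeding the mean over every tested compound plus 3 SD, cut at about 30% in these data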;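 further: 0% = plate median of compound wells and 100% = S159A mutant with DMSO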
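Assay system: wild-type mouse ABHD4 protein; compound: single nominal dose of 8.92 µM, 0.89% DMSO final; schedule: 45 min + 60 min at 25 °C; measured by: FP readout, ex 525 nm / em 598 nm; evaluation: % inhibition of FP-Rh probe binding versus controls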
GC-B act: human GC-B receptor activators, primary screen, HEK293 GC-B cells, cGMP TR-FRET, EC30 CNP; AID 1920062, 2024; activation, % at 10 µM; 0% at EC30 CNP, 100% saturating CNP; hit rate 0.11% among 370,000; Atrial natriuretic peptide receptor 2 (Homo sapiens), P20594;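 active means activation at 10 µM reaching about 35% in either raw or pattern-adjusted values, limit read from the data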
PRMT1 inh: PRMT1 methyltransferase inhibitors, primary screen, biochemical, fluorescence polarization; recombinant PRMT1, activity-based probe fluorescence polarization; AID 652257, 2013; hit rate 1.3% among 370,000; inhibition, % at 2.79 µM; Protein arginine N-methyltransferase 1 (Homo sapiens), Q99873;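 active means inhibition above about 21% made by adding two undisclosed values, limit read from the data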
TDP2 absorb: human TDP2 enzyme inhibitors, primary screen, biochemical, epi absorbance, recombinant enzyme. Tyrosyl-DNA phosphodiesterase 2 (Homo sapiens), O95551. inhibition, % at 12.8 µM. hit rate 0.34% among 370,000. AID 720702, 2013. T5PNP hydrolysis, p-nitrophenol absorbance 415 nm;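 active means inhibition above the mean of all tested compounds plus 3 SD, set per campaign, cut at about 25% in these data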;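 further: 0% = DMSO with enzyme and 100% = buffer with substrate but no TDP2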
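Material: recombinant human TDP2; quantity: TDP2 enzyme at 120 nM final; medium: Tris-HCl pH 7.5 with MgCl2; compound: single concentration, 12.8 µM nominal, with 1% DMSO; incubation: 2 h enzyme incubation at 37 °C; signal: epi absorbance; measure: percent inhibition; benchmarks: high control without enzyme, low control DMSO plus TDP2; repeats: singlicate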
LEDGF integ inh: blockers of LEDGF/p75-dependent integrase strand transfer – biochemical, TR-FRET, high throughput, primary screen. HIV-1 integrase (with human LEDGF/p75). TR-FRET IN-LEDGF/p75 DNA integration, Eu/Cy5. inhibition, % at 3.7 µM. hit rate 0.64% among 370,000;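 active means inhibition above the screen-wide mean plus 3 SD, cut at about 13% in these data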;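 further: signal is the Cy5 over europium emission ratio at 671 and 618 nm; 0% = plate median of compound wells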
rCAG binder: binders of r(CAG) RNA repeats, primary screen, biochemical, fluorescence; r(CAG) RNA repeat, TO-PRO-1 dye displacement fluorescence; inhibition, % at 3 µM; hit rate 1.3% among 370,000;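 active means inhibition above the plate cutoff, the mean of all test compounds on that plate plus 3 SD, cut at about 35% in these data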;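 further: 0% = DMSO alone and 100% = 100 µM mitoxantrone as full dye displacement; higher means more dye released from RNA so lower well fluorescence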
MBD2 inh: inhibitors of MBD2 binding to methylated DNA, primary screen, biochemical, TR-FRET, DNA-binding domain, human. MBD2 binding to methylated oligonucleotide. Methyl-CpG-binding domain protein 2 (Homo sapiens), Q9UBB5. hit rate 0.31% among 370,000. AID 686964, 2013. inhibition, % at 4.4 µM; in the data active means inhibition above about 13%
HTRA1 inh: HTRA1 serine protease inhibitors, primary screen, biochemical, fluorescence polarization, HTS | recombinant HTRA1, FP-rhodamine activity-based probe | inhibition, % at 5.96 µM | hit rate 0.5% among 340,000 | AID 504803, 2011; in the data active means inhibition above about 36%;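 further: 0% = enzyme with DMSO and 100% = wells lacking enzyme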
Target sequence (Q92743 whole entry, looked up): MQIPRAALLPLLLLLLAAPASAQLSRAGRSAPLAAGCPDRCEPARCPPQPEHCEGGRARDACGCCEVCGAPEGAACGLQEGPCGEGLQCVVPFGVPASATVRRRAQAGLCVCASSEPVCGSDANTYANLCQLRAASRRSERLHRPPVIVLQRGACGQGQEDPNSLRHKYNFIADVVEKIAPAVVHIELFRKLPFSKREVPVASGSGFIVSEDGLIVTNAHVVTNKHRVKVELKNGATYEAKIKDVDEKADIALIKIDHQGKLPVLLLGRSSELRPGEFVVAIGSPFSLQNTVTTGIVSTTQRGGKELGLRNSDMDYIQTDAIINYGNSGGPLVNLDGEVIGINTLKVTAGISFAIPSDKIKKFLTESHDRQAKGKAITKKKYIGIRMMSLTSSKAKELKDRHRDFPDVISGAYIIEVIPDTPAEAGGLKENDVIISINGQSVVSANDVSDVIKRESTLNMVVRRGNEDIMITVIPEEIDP
TCR CD3 inh: inhibitors of human TCR-CD3 interaction, primary screen, biochemical, fluorescence, TAMRA-labeled TCR probe; inhibition, % at 9.4 µM; hit rate 0.37% among 360,000; AID 651800, 2012; in the data active means inhibition above about 19%;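 further: recombinant mutant TCR 2C K166C tagged with TAMRA read by polarization; 0% = receptor in buffer alone and 100% = receptor with positive control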
* hit, by the source's call; · = not tested or not shown; & = joins results of further samples.

SMILES	SIAE inh	ABHD4 inh	GC-B act	PRMT1 inh	TDP2 absorb	LEDGF integ inh	rCAG binder	MBD2 inh	HTRA1 inh	TCR CD3 inh
O=C(Nc1ccc(Cl)cc1)c1ccncc1	-5	3	-3	0	9	-1	1	-5	-2	7
CCNC(=O)C1(C)CCN(Cc2cccc(C(F)(F)F)c2)C1 (stereo not given)	-1	-1	1	-2	1	5	-2	2	·	0
COc1cccc(OC)c1OCc1cc(C2C3CCCC=C3C(C#N)=C(N)C2(C#N)C#N)c(C)cc1C (stereo not given)	2	-2	-4	6	-2	2	19	-1	-24	-3
CCOC(=O)N1CCN(S(=O)(=O)c2ccc(C(=O)Nc3nc4ccc(F)cc4s3)cc2)CC1	2	6	·	-4	5	1	2	-4	3	3
CCOC(=O)C1CCCN(C2=C(NS(=O)(=O)c3ccc(Br)cc3)C(=O)c3ccccc3C2=O)C1 (stereo not given)	13	25	-4	14	43*	22*	9	-1	46*	3
NS(=O)(=O)c1ccc(N2CCCCCC2)c([N+](=O)[O-])c1	-3	-7	1	2	-10	9	-1	0	·	-3
COc1ccc(Cl)cc1N1C(=O)CC(N2CCc3ccccc32)C1=O (stereo not given)	1	1	-3	-1	-16	-1	5	-2	-2	1
Cc1ccccc1C(=O)NNC(=O)c1cc(N)cc([N+](=O)[O-])c1	-1	16	3	3	6	-4	5	-5	7	-3
Cc1ccc(C(=O)OCC(=O)Nc2cccc(S(=O)(=O)NC3=NCCCCC3)c2)c(C)c1	-6	-3	-2	1	-5	-1	-1	5	-11	2
Cc1onc(-c2c(Cl)cccc2Cl)c1C(=O)N1CCN(c2ncccn2)CC1	5	-6	0	1	6	1	-2	7	-3	-7
O/N=C/c1cc2ccccc2n1Cc1ccccc1F	7	-3	-6	3	17	3	1	-6	-3	2
O=C(COc1ccc(Cl)cc1)NCc1nnc(SCC(=O)N2CCCCC2)o1	5	1	1	-2	4	1	-6	-1	-2	-2
CN(C(=O)COc1ccccc1)c1nnc(-c2cccnc2)s1	0	-12	-7	0	4	4	-2	5	1	-9
COc1cccc(S(=O)(=O)NCc2ccc(C(=O)NCc3ccco3)cc2)c1	-5	-2	-2	4	3	-2	17	-3	-14	9
S=C(NCc1cccs1)Nc1ccc(Br)cc1Cl	-6	-20	2	2	-9	2	5	-1	-25	-4
COc1cc2c(c(OC)c1OC)C(=O)C(=Cc1ccccc1)O2	-2	-13	1	2	-5	-2	2	0	-10	3
O=C(NC(Cc1ccccc1)C(=O)O)/C(=C\c1ccc([N+](=O)[O-])cc1)NC(=O)c1ccco1 (stereo not given)	-3	9	3	5	3	3	4	-1	5	0
Cc1ccc(-c2nc3cccnc3o2)cc1NC(=O)COc1ccc(C(C)(C)C)cc1	-40	-17	5	0	-6	-2	2	-3	-68	7
O=C(NCc1ccc2c(c1)CCO2)Nc1ccccc1	3	3	5	-4	-2	-1	-2	3	7	4
Cc1ccc(-n2c(SCC(=O)N3CCOCC3)nc(O)c(Cc3ccccc3)c2=O)cc1	1	-5	7	5	1	-2	-1	4	3	8

Part of the list above in a different format:
| SMILES | SIAE inh | ABHD4 inh | GC-B act | PRMT1 inh | TDP2 absorb | LEDGF integ inh | rCAG binder | MBD2 inh | HTRA1 inh | TCR CD3 inh |
| --- | --- | --- | --- | --- | --- | --- | --- | --- | --- | --- |
| CN(C(=O)COc1ccccc1)c1nnc(-c2cccnc2)s1 | 0 | -12 | -7 | 0 | 4 | 4 | -2 | 5 | 1 | -9 |
| COc1cccc(S(=O)(=O)NCc2ccc(C(=O)NCc3ccco3)cc2)c1 | -5 | -2 | -2 | 4 | 3 | -2 | 17 | -3 | -14 | 9 |
| S=C(NCc1cccs1)Nc1ccc(Br)cc1Cl | -6 | -20 | 2 | 2 | -9 | 2 | 5 | -1 | -25 | -4 |
| COc1cc2c(c(OC)c1OC)C(=O)C(=Cc1ccccc1)O2 | -2 | -13 | 1 | 2 | -5 | -2 | 2 | 0 | -10 | 3 |
| O=C(NC(Cc1ccccc1)C(=O)O)/C(=C\c1ccc([N+](=O)[O-])cc1)NC(=O)c1ccco1 (stereo not given) | -3 | 9 | 3 | 5 | 3 | 3 | 4 | -1 | 5 | 0 |

Remaining list, next part.
SMILES	SIAE inh	ABHD4 inh	GC-B act	PRMT1 inh	TDP2 absorb	LEDGF integ inh	rCAG binder	MBD2 inh	HTRA1 inh	TCR CD3 inh
Fc1ccc2nncc(SCc3ccccc3Cl)c2c1	2	-4	0	-3	-4	2	0	9	-27	-5
CN1CCN(S(=O)(=O)c2cccc(C(=O)NCc3ccc(Cl)cc3)c2)CC1	-6	9	4	4	0	-4	-3	3	-3	-12
Nc1cccc(S(=O)(=O)Nc2ccc(Br)cc2)c1	0	0	-4	-1	4	1	4	0	8	6
COc1ccc2cc(C(=O)C3CCCN(C(=O)c4cccnc4)C3)ccc2c1 (stereo not given)	-10	-3	6	-8	-15	0	-6	-2	3	3
Cc1cccc(N2CCN(C(=O)c3ccc(Cl)c(S(=O)(=O)N4CCc5ccccc5C4)c3)CC2)c1C	-2	-9	3	3	3	-1	2	-4	-11	7
CN(C)/C=C1\Oc2ccc3ccccc3c2C1=O	-1	15	2	4	-6	0	17	-3	-2	-6
CC(C)(C)CCNc1nc(-c2ccccn2)nnc1-c1ccccc1	3	17	4	-4	13	-4	·	-3	·	·
COC(=O)C1=C(C)NC(=O)CC1c1ccccc1F (stereo not given)	4	-4	2	-2	-4	-1	1	-2	12	2
Cc1ccc(C(=O)NC(=S)NNC(=O)CC#N)cc1	3	4	3	4	8	0	-1	-1	4	6
O=C(c1ccc(Cl)nc1)N1CCN(S(=O)(=O)c2ccc(Cl)cc2)CC1	-5	0	-1	-3	-12	0	-3	3	-6	0
O=C(O/N=C1/CCCc2occc21)c1ccccc1	2	2	4	1	-12	-3	-3	6	-1	6
COc1ccccc1-c1cc(C(=O)Nc2cc(C)n(Cc3ccc(Cl)cc3)n2)no1	1	-5	1	-2	-7	-3	0	0	-10	5
Cc1ccc(NC(=S)NC2CC3CCCC(C2)N3Cc2ccco2)cc1 (stereo not given)	26*	1	1	-1	-7	3	-4	5	-2	-4
O=C1c2cccc3cccc(c23)C(=O)N1c1nncs1	6	3	2	1	5	0	5	-2	-2	-2
COC(C(=O)NNC(=O)CCc1ccccc1)c1ccccc1 (stereo not given)	3	6	6	1	-1	3	0	5	-8	1
CC(=O)N1CCN(c2ccc(N3CCN(C(C)=O)[C@@H](C)C3)c(C)c2)[C@H](C)C1	2	2	8	0	2	0	2	0	·	7
c1csc(-c2cn3ccc4ccccc4c3n2)c1	-1	-1	0	4	-8	-4	1	5	-14	5
Cc1oc(-c2ccc(F)cc2)nc1CN(Cc1ccccn1)CC1CCCO1 (stereo not given)	4	1	-1	2	3	1	3	-6	3	6
O=C(Nc1ccccc1Cl)c1cc(C2CCCN(C(=O)c3cccc(O)c3)C2)on1 (stereo not given)	-1	-9	5	-2	4	-2	4	-3	·	0
CCOc1ccc(-n2c(SCC(=O)Nc3cccc4ccccc34)nnc2-c2ccccc2)cc1	8	5	-6	2	2	-4	4	0	·	·
O=C(COC(=O)C1=COCCO1)Nc1ccc(F)c(F)c1	6	-3	5	-3	12	3	3	0	1	-6
COC(=O)[C@@]12C[C@@H](CC(=O)N3CCSCC3)C(=O)N(Cc3cccc4ccccc34)C1=CCC(C)(C)C2	6	-7	9	-4	4	-2	10	-2	·	4
Cc1ccc(C(=O)NC(=S)Nc2ccccc2C)cc1	-4	-25	-4	0	-10	11	-1	-4	-15	-6
COc1cccc(NC(=O)N2CCC(C(=O)Nc3ccc(C)cc3C)CC2)c1	5	2	0	-2	-2	38*	-4	4	-11	2
CCOc1ccc(NS(=O)(=O)c2ccc3[nH]cc(C(=O)N(CC)CC)c(=O)c3c2)cc1	-3	2	0	-1	3	2	4	-3	-1	2
CCCN(Cc1nnc(-c2cccs2)o1)C(=O)CN1C(=O)NC2(CCC(C)CC2)C1=O (stereo not given)	-10	-4	3	-2	8	3	2	-4	3	2
Cc1ccc(OCC(=O)N2CCC3(CC2)CC(=O)c2ccccc2O3)cc1	7	6	-1	2	-6	-2	-8	-2	-4	4
S=c1[nH]c2cc(Cl)ccc2s1	-6	-7	-7	47*	3	1	-1	6	-10	-4
Cc1ccc(C(=O)OCC(=O)Nc2ccccc2)cc1S(=O)(=O)N1CCCCC1	-6	6	2	-1	12	-2	3	5	-21	3
CCCC(=O)Nc1ncnc2c1ncn2[C@@H]1O[C@@H]2COP(=O)(O)O[C@H]2[C@H]1OC(=O)CCC	1&3	2&3	10&31	-2&-2	6&-4	-1&-1	2&2	3&-7	6&-1	7&6
CCOc1cc2c(C#N)c(N(CC)CC)nc(N)c2c(N)n1	-8	5	0	10	-1	1	24	-13	4	5
COc1cccc(NC(=O)C23CCC(C)(C(=O)O2)C3(C)C)c1 (stereo not given)	6	0	-3	2	-8	0	5	-4	-1	1
COC(=O)C1=C(C)Nc2nc3ccccc3n2C1c1cc(OC)c(OC)c(OC)c1 (stereo not given)	-6	4	-17	5	-8	-3	-6	3	·	-3
Nc1ccc2oc3ccc(N)cc3c(=O)c2c1	2	15	-5	2	-5	-5	4	-11	4	7
COC(=O)CCC(=O)Nc1sc(Cc2ccccc2)c(C)c1C(N)=O	-2	3	13	24*	0	2	7	1	0	-2
Cc1ccc(C)c(N2CCN(C(=O)C3CCN(c4nnc(N5CCCC5=O)s4)CC3)CC2)c1	-3	2	0	-2	-8	2	-1	5	-2	1
CCN(CC)CCNCc1cc(Cl)c(OCC(=O)Nc2ccccc2)c(OC)c1	-6	0	-5	3	0	-1	-5	0	-9	-6
CNC(=O)c1ccc(-c2ccccc2)s1	-7	-6	-3	2	-9	1	1	1	-6	-5
CN(CCN(C)C(C)(C)C)C(=O)C(c1ccccc1)c1ccccc1	6	8	-11	-2	5	4	-6	-4	11	6
COc1cc(OC)cc(C(=O)NCCCCCCNC(=O)c2cc(OC)cc(OC)c2)c1	-2	1	-1	-3	10	2	3	2	-6	-2
Cc1nc(Oc2ccc(S(=O)(=O)N3CCOCC3)cc2Cl)c2c3c(sc2n1)CCCC3	3	8	-10	0	0	3	1	2	-27	1
CC1CCCCN1C(=O)c1ccccc1OC1CCN(S(C)(=O)=O)CC1 (stereo not given)	-4	-11	4	-2	-11	6	-3	-7	1	1
CCOC(=O)c1cc(-c2cccc([N+](=O)[O-])c2)nc2[nH]c(=O)[nH]c(=O)c12	5	-7	4	0	14	3	13	-1	-3	-3
CCC1(C)Cc2c(sc3nc(SCC(=O)O)[nH]c(=O)c23)CO1 (stereo not given)	-4	6	-2	2	-8	2	2	-3	-11	-4

These rows are one share of the data (hit frequency here may not be typical).
